Source: PubChem (Broad Institute)
esBAF inh: inhibitors of esBAF chromatin remodeling in mouse ES cells; Bmi1-luciferase knock-in reporter, 24 h; 100% = twice the neutral-well signal; reporter increase, % at 12.5 µM; hit rate 2% among 350,000; AID 602393; in the data active = activation above about 40%;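 also: 0% = median of the plate's neutral control wells and 100% = double that signal; a rise in the Bmi1 reporter signal indicates esBAF inhibition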
Casp6 inh: blocks human caspase-6 cleavage activity; P55212; purified caspase-6, Z-VEID-R110 cleavage fluorescence; inhibition, % at 12.5 µM; hit rate 0.53% among 350,000; AID 686996;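 active = mean inhibition across replicates at least about 35%, with every replicate also reaching that limit, limit read from the data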;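 also: 0% = median of neutral control wells and 100% = no fluorescence left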
Target sequence (P55212 24-179 limits assumed): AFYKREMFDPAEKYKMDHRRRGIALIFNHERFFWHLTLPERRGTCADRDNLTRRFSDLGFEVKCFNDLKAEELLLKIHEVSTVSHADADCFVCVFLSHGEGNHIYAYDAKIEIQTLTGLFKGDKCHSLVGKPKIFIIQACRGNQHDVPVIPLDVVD
Target sequence (P55212 194-293 limits assumed): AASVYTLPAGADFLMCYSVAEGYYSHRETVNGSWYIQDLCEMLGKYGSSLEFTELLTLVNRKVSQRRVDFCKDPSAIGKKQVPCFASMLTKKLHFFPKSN
RAD54 branch: RAD54 (human) branch migration inhibition | Q92698 | RAD54 Holliday junction branch migration, FAM/BHQ fluorescence | inhibition, % at 10.4 µM | hit rate 0.14% among 360,000;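 active = mean normalized replicate activity at least 40 and at least half of replicates scoring 40 or more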;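 also: 0% = median of neutral control wells and 100% = median of positive control wells; inhibitors cause a drop in the FAM fluorescence signal; in these data hits start at about 50%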
PglD DTNB: blocks C. jejuni PglD acetyltransferase activity | purified PglD enzyme, DTNB colorimetric CoA detection | inhibition, % at 12.5 µM | hit rate 0.098% among 360,000 | AID 602405; in the data active = inhibition above about 16%, passing the limit was not always enough; also: strong numbers were not always called active
ARNT-TACC3 inh: disrupts binding between human ARNT and TACC3; AlphaScreen His-ARNT PAS-B/GST-TACC3 binding, luminescence; TACC3 fragment carries E629A point mutation; inhibition, % at 9.99 µM; hit rate 0.66% among 390,000;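 active = mean inhibition of replicates at least 50% and at least half of replicates each reaching 50%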;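 also: 0% = complete ARNT plus TACC3 wells and 100% = ARNT alone without TACC3; many hits fall short of the cut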
RAD52 anneal inh: RAD52 (human) annealing inhibition; P43351; recombinant RAD52 DNA annealing, FRET fluorescence; inhibition, % at 18.7 µM; hit rate 0.46% among 360,000; AID 651710;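 active = every replicate showing at least 50% inhibition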
Target sequence (P43351 whole entry, looked up): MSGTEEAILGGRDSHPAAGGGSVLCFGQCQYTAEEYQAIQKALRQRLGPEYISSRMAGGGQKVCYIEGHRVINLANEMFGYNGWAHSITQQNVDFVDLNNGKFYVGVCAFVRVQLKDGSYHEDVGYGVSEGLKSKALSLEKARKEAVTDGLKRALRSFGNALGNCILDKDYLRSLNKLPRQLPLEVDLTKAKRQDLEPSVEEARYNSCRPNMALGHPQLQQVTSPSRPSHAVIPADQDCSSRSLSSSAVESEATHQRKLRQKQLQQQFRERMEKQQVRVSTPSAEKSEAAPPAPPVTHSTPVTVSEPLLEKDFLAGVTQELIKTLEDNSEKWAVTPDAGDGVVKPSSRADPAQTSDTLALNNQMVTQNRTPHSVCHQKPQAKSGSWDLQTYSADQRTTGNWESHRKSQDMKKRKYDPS
E-selectin induc: E-selectin induction on HUVECs | AID 686992 | hit rate 0.37% among 260,000 | P16581 | activation, % at 7.58 µM | HUVEC E-selectin immunofluorescence imaging; normalized: neutral wells 0, TNF-alpha wells 100;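 active = mean E-selectin-positive cell signal at least 10% of the positive control, reached in at least 60% of replicates, without over 20% cell loss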;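 also: in these data hits start at about 27%; measured in HUVEC primary endothelial cells; signal is the percent of cells scored E-selectin positive by PE staining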
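System: HUVEC / Compound: single concentration / Signal: immunofluorescence imaging / Read-out: percent E-selectin-positive cells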
ERp5 inh: inhibitors of human ERp5 | ERp5 insulin aggregation, absorbance 650 nm, 90 min | inhibition, % at 9.99 µM | hit rate 0.05% among 350,000 | AID 651711;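 active = mean replicate inhibition above about 25%, with every replicate also reaching it, limit read from the data, passing the limit was not always enough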
Numbers without * were called inactive; x = no result given. An unsorted share of the library; about 3.2% have a hit in one of these screens.

SMILES	esBAF inh	Casp6 inh	RAD54 branch	PglD DTNB	ARNT-TACC3 inh	RAD52 anneal inh	E-selectin induc	ERp5 inh
COc1ccccc1CNc1nc(NCCN2CCNC2=O)c2sccc2n1	-13.0	-2.0	-16.6	9.3	x	3.3	0.1	-1.9
CCOC(=O)CNC(=O)CN1CCCN(S(=O)(=O)c2ccc(Br)s2)CC1	-30.4	x	-0.8	4.4	-3.5	x	x	x
CN1C(=O)c2cc(NS(C)(=O)=O)ccc2OC[C@@H]2O[C@H](CC(=O)O)CC[C@H]21	-0.2	4.3	-4.6	-1.1	-6.7	1.4	0.0	-4.7
CCC(=O)N=c1sc2ccccc2n1-c1ccccc1	-3.6	0.4	x	x	-10.3	-3.2	x	-5.3
Cc1cccc(C)c1OCC(O)CN1CCCCC1 (centres undefined)	x	3.8	x	x	x	-23.4	3.3	0.4
Cc1cccc(-c2oc3ccc(-c4ccc5c(c4)OCO5)cc3c2C#Cc2cncn2C)c1	-2.3	-1.4	0.5	-6.8	x	-10.7	0.3	1.8
O=C1/C(=C/c2ccsc2)N2CCC1CC2	x	-0.9	6.4	3.5	-2.1	-20.4	10.0	2.1
CCN1CCCC1CNC(=O)C(=O)Nc1ccccc1 (centres undefined)	39.1	3.9	-4.9	0.6	1.2	-11.1	x	-1.8
O=S(=O)(c1ccc2nc(COc3ccccc3)[nH]c2c1)N1CCOCC1	0.2	x	-8.3	5.7	-2.9	x	x	x
Cc1noc(C)c1NC(=O)N(C)C[C@@H]1OCCCC[C@H](C)Oc2ccc(NC(=O)Nc3ccc(F)cc3)cc2C(=O)N([C@@H](C)CO)C[C@H]1C	-0.2	-0.4	1.1	-2.5	-4.4	-1.3	-0.2	-1.1
COc1ccccc1-c1cn(CC[C@H]2CC[C@H](NC(=O)C3CCOCC3)[C@@H](CO)O2)nn1	0.6	0.7	1.5	1.4	2.0	-7.8	-1.8	-1.4
Cc1ccccc1CN1CCN(CC(=O)NCc2ccc3c(c2)OCO3)C1=O	7.9	x	-13.0	-0.2	-2.6	x	x	x
Cn1ncc(Cl)c1C(=O)NC1CCCC1	-2.2	2.4	-4.2	-2.3	0.3	-4.3	-0.3	8.8
CCc1nnc(NC(=O)CSc2nc3ccccc3o2)s1	7.8	x	-18.9	-6.3	-9.4	x	x	x
O=C(NCc1ccccn1)c1cc(-c2ccccc2Cl)on1	54.4*	x	-9.4	-0.1	-10.3	x	x	x
CCC(C)(C)n1nnnc1C(c1cc2cc3c(cc2[nH]c1=O)OCO3)N1CCN(C)CC1 (centres undefined)	-7.5	x	9.2	-4.5	-7.7	x	x	x
Cc1nnc(SCc2nnc(-c3cccs3)o2)n1C1CCCCC1	3.5	-2.3	3.6	0.5	-0.9	-7.2	x	-0.2
O=C(/C=C/c1cccc2ccccc12)N1CCOCC1	x	0.3	x	x	0.3	-0.3	2.7	3.9
Cc1sc2nc(CSC(C)C(=O)Nc3ccccn3)[nH]c(=O)c2c1C (centres undefined)	32.6	8.9	-22.3	2.8	-4.4	-91.7	x	-2.0
CC(C)(CC(=O)O)CC(=O)N1CCN(c2nc3cc(Cl)ccc3s2)CC1	13.0	x	7.8	-1.2	-6.9	x	x	x
CCCCNC(=O)Cc1c(OC)ccc2cc(Br)ccc12	-3.6	x	-1.7	-2.3	-1.6	x	x	x
O=C(Cc1ccc(NC(=O)C2CCN(C(=O)c3ccccc3)CC2)cc1)Nc1cccc(C(=O)N2CCCCC2)c1	-4.8	-3.5	1.0	-0.5	1.1	-63.5	2.4	6.9
c1cc(-c2nnc3n2CCC3)[nH]n1	-3.4	x	4.5	-1.0	-3.8	x	x	x
Cc1ccc(S(=O)(=O)N2CCCCC2)cc1C(=O)c1nccn1C	-6.4	x	8.7	-0.2	10.4	x	x	x
COc1ccc(S(=O)(=O)Nc2ccc3c(c2)C(=O)N([C@H](C)CO)C[C@H](C)[C@@H](CN(C)Cc2ccc(Cl)c(Cl)c2)OCCCC[C@H](C)O3)cc1	0.8	x	1.0	3.7	-0.8	x	0.1	x
COc1cccc(-c2cnc3c(c2)C(=O)N([C@H](C)CO)C[C@H](C)[C@@H](CN(C)C(C)=O)O3)c1	-0.7	-2.1	0.1	-0.8	-1.6	-1.4	1.4	2.8
Cc1ccnc(NS(=O)(=O)c2ccc(NC(=O)COc3ccccc3)cc2)n1	x	-0.7	x	x	-1.5	-16.3	3.3	5.5
O=[N+]([O-])c1ccc(N/N=C\c2cccnc2)nc1	x	-2.2	x	x	-8.5	0.7	-0.3	0.1
CN1C(=O)N(C)C(c2cccc([N+](=O)[O-])c2)C2=C1CCCC2=O (centres undefined)	-1.4	-0.4	10.6	-0.6	-6.5	-3.6	0.0	0.5
CN1CCN(C(=O)C[C@H]2CC[C@@H]3[C@H](COC[C@@H](O)CN3Cc3ccc(Oc4ccccc4)cc3)O2)CC1	-6.2	-1.3	3.1	-1.9	-16.1	14.6	0.1	-0.5
O=C(NCc1ccccc1Cl)c1nnc(CS(=O)(=O)c2ccccc2)o1	-2.0	-0.3	11.6	-3.6	-4.4	6.2	0.0	-11.5
COc1ccccc1NC(=O)C/C(C)=N/NC(=O)C12CC3CC(CC(C3)C1)C2	5.4	-0.3	3.9	-8.1	-18.6	2.7	-4.3	-1.4
CCCCC[n+]1cccc2c3ccccc3ccc21	x	-2.1	x	x	-8.3	10.8	x	4.3
CSCC[C@H](NC(=O)[C@@H]1Cc2c([nH]c3ccccc23)C2c3ccccc3C(=O)N21)C(=O)NCC1CCCO1 (some centres undefined)	11.0	6.0	17.8	2.2	11.1	-13.1	x	-1.6
CCOC(=O)N1CCN(C(=O)c2ccc(N(Cc3ccc(Cl)cc3)S(C)(=O)=O)cc2)CC1	-3.5	3.0	3.2	-5.8	-5.5	-7.6	x	6.7
Cn1c(=O)c2c(O)c(Cc3ccccc3)c(=O)n(C)c2n(C)c1=O	x	3.6	1.3	8.1	-16.7	-9.0	x	2.0
S=C1NCCNC(=S)NCCOCCOCCN1	x	-8.0	x	x	-0.4	2.9	x	1.0
O=C(COC(=O)c1ccco1)NC1CCCc2ccccc21 (centres undefined)	-4.4	4.3	6.5	1.7	2.2	-4.3	x	5.5
CCCN(C)C[C@@H]1OCCCC[C@H](C)Oc2ccc(NC(=O)Nc3cccc4ccccc34)cc2C(=O)N([C@H](C)CO)C[C@@H]1C	x	0.4	x	x	x	8.0	-0.4	-8.3
O=S(=O)(Cc1ccccc1)N1CCCCN2[C@H](CO)[C@@H](c3ccc(-c4ccc(F)cc4)cc3)[C@@H]2C1	0.4	-0.9	-5.2	4.3	6.9	-38.5	0.1	-1.4
Cc1ccccc1C(=O)N/N=C1/SCC(=O)N1Cc1ccccc1	x	-1.3	x	x	-3.3	-15.7	0.0	-1.7
CCc1nc2ccc(C(=O)N(C)C(C)C)cn2c1N(CCC(C)C)CCN(C)C	0.7	-6.0	6.7	2.8	x	-9.0	-0.3	-3.2
COc1ccc(S(=O)(=O)Nc2ccc(Cc3ccncc3)cc2)cc1C	10.5	x	-18.7	7.9	-1.6	x	x	x
Nc1cc(=O)[nH]c(N2CCN(c3ccccc3)CC2)n1	x	1.2	x	x	-6.4	-1.4	x	0.7
CCCN1[C@H](C(=O)NCc2ccccn2)[C@@H](CO)[C@@H]2Cn3c(ccc(C4=CCCC4)c3=O)[C@@H]21	-3.1	8.2	-0.3	-0.9	13.6	-89.6	-0.4	-1.1

In another format: eleven of the compounds above.
| molecule | esBAF inh | Casp6 inh | RAD54 branch | PglD DTNB | ARNT-TACC3 inh | RAD52 anneal inh | E-selectin induc | ERp5 inh |
| --- | --- | --- | --- | --- | --- | --- | --- | --- |
| CCCCC[n+]1cccc2c3ccccc3ccc21 | x | -2.1 | x | x | -8.3 | 10.8 | x | 4.3 |
| CSCC[C@H](NC(=O)[C@@H]1Cc2c([nH]c3ccccc23)C2c3ccccc3C(=O)N21)C(=O)NCC1CCCO1 (some centres undefined) | 11.0 | 6.0 | 17.8 | 2.2 | 11.1 | -13.1 | x | -1.6 |
| CCOC(=O)N1CCN(C(=O)c2ccc(N(Cc3ccc(Cl)cc3)S(C)(=O)=O)cc2)CC1 | -3.5 | 3.0 | 3.2 | -5.8 | -5.5 | -7.6 | x | 6.7 |
| Cn1c(=O)c2c(O)c(Cc3ccccc3)c(=O)n(C)c2n(C)c1=O | x | 3.6 | 1.3 | 8.1 | -16.7 | -9.0 | x | 2.0 |
| S=C1NCCNC(=S)NCCOCCOCCN1 | x | -8.0 | x | x | -0.4 | 2.9 | x | 1.0 |
| O=C(COC(=O)c1ccco1)NC1CCCc2ccccc21 (centres undefined) | -4.4 | 4.3 | 6.5 | 1.7 | 2.2 | -4.3 | x | 5.5 |
| CCCN(C)C[C@@H]1OCCCC[C@H](C)Oc2ccc(NC(=O)Nc3cccc4ccccc34)cc2C(=O)N([C@H](C)CO)C[C@@H]1C | x | 0.4 | x | x | x | 8.0 | -0.4 | -8.3 |
| O=S(=O)(Cc1ccccc1)N1CCCCN2[C@H](CO)[C@@H](c3ccc(-c4ccc(F)cc4)cc3)[C@@H]2C1 | 0.4 | -0.9 | -5.2 | 4.3 | 6.9 | -38.5 | 0.1 | -1.4 |
| Cc1ccccc1C(=O)N/N=C1/SCC(=O)N1Cc1ccccc1 | x | -1.3 | x | x | -3.3 | -15.7 | 0.0 | -1.7 |
| CCc1nc2ccc(C(=O)N(C)C(C)C)cn2c1N(CCC(C)C)CCN(C)C | 0.7 | -6.0 | 6.7 | 2.8 | x | -9.0 | -0.3 | -3.2 |
| COc1ccc(S(=O)(=O)Nc2ccc(Cc3ccncc3)cc2)cc1C | 10.5 | x | -18.7 | 7.9 | -1.6 | x | x | x |

Additional results:
SMILES	esBAF inh	Casp6 inh	RAD54 branch	PglD DTNB	ARNT-TACC3 inh	RAD52 anneal inh	E-selectin induc	ERp5 inh
CCCCC(C(=O)NC1CCCC1)N(C(=O)c1snc(C(N)=O)c1N)c1ccc(OCC)cc1 (centres undefined)	-4.4	3.5	-8.7	2.7	-1.3	-4.6	0.7	3.0
COc1ccccc1NC(=S)N(Cc1ccco1)Cc1cc2cc(C)c(C)cc2[nH]c1=O	x	-5.2	1.8	-3.4	-5.1	-64.6	3.2	2.8
CC1CC(C)CN(C(=O)c2cc3ccccc3o2)C1 (centres undefined)	58.3*	0.9	1.7	3.2	-1.2	-18.8	x	0.6
CCOc1ccc(NC(=O)C2CCN(S(=O)(=O)c3c(C)noc3C)CC2)cc1	1.9	0.0	1.1	1.1	-4.8	2.6	x	1.0
Cc1cccc(Cn2c(C)c(C)c3cc(C(=O)NCCN4CCOCC4)ccc32)c1	2.9	2.2	-1.0	1.6	13.0	-20.1	x	-2.3
CN(C)c1ccc(-c2n(C)c3ccccc3[n+]2C)cc1	x	-1.9	x	x	-2.4	-4.9	x	5.7
CN1c2ccc(-c3ccc(F)cc3)cc2[C@H]2[C@H](CCN2C(=O)c2ccccn2)[C@@H]1CO	3.7	-0.2	-1.3	-0.7	4.1	-2.4	1.0	1.8
COc1cc(=O)[nH]c(SC(C)C(=O)Nc2cc(C)on2)n1 (centres undefined)	2.6	-2.5	8.3	-3.6	-0.3	-8.4	0.1	-1.3
O=[N+]([O-])c1cccc(S(=O)(=O)Nc2ccc(-c3ccc(N4CCCC4)nn3)cc2)c1	16.0	3.6	-7.4	-2.7	x	-27.6	0.4	4.3
C[C@@H]1CN([C@@H](C)CO)C(=O)Cc2cc(NC(=O)C3CCCCC3)ccc2O[C@H]1CN(C)C(=O)NC1CCCCC1	3.0	2.9	-12.5	4.3	-6.4	33.2	9.7	5.0
CN1C(=O)c2cc(NC(=O)c3ccc(F)cc3)ccc2OC[C@@H]2O[C@@H](CC(=O)NC3CCC3)CC[C@H]21	-0.3	-4.2	1.0	-1.3	-17.0	15.2	0.0	2.6
CN(C)C(=O)C[C@H]1CC[C@@H]2[C@H](COc3ccc(NC(=O)C4CCCCC4)cc3C(=O)N2C)O1	-6.6	0.4	-6.7	1.6	-13.7	3.7	-0.2	3.4
Oc1ccc(C(=S)N2CCCC2)cc1	-4.8	1.6	-5.5	8.7	6.6	-11.2	x	4.1
CCCCN1C(=O)/C(=C/C=C2/C=Cc3ccccc3N2CC)SC1=S	x	0.0	x	x	0.4	-9.8	1.6	-3.4
